Compound activity deposited in PubChem BioAssay by School of Medicine, Indiana University.
FECH block: inhibitors of human ferrochelatase, primary screen, biochemical, purified FECH, Ni-mesoporphyrin absorbance; Ferrochelatase, mitochondrial (Homo sapiens), P22830; 20,000 tested, 3.3% active; Ni-mesoporphyrin absorbance 550 nm; calls only at 10 µM (by protocol);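 active = enzyme reaction rate more than 3 SD below the solvent-only control wells on the same plate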;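 also: lower slope than DMSO wells means FECH inhibition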
Target sequence (P22830 whole entry, looked up): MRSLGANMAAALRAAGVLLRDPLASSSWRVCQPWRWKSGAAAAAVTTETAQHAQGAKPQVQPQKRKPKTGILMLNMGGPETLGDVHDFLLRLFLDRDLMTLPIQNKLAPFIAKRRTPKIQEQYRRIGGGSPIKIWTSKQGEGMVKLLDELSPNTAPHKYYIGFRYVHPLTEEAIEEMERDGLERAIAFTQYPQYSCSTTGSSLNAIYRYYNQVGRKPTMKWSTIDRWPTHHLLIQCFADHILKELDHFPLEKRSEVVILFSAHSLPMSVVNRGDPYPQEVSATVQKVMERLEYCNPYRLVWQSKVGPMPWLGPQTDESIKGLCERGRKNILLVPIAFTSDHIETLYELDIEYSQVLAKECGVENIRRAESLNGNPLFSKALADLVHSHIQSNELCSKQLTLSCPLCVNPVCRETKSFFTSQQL
Calls only; i = inactive; + = active, no number. The list is partial (hit frequency here may not be typical).

SMILES	FECH block
Cc1cc(N2CCCC2)nc(N2CCN(S(=O)(=O)c3ccc(Oc4ccccc4)cc3)CC2)n1	i
CCn1cc(Cn2cnc(-c3ccccc3)c2/C(C)=C/c2ccco2)cn1	i
Cc1cccc(S(=O)(=O)NCc2nc3cccnc3n2C2CCCC2)c1	i
COc1ccccc1C(=O)Nc1cccc(NC(=O)C2CCCN(C)C2)c1 (stereo unspecified)	i
CC(C)(C)N(Cc1ccco1)Cc1nc(-c2ccco2)no1	i
CCOc1ccc2nc(N3CCCC(C(=O)NCCc4ccc(S(N)(=O)=O)cc4)C3)sc2c1 (stereo unspecified)	i
Cc1cc(CC(=O)Nc2ccccc2Sc2c(C)n[nH]c2C)on1	i
O=C(NCc1ccc(Cl)cc1)c1nc(N2CCOCC2)c2oc3ccccc3c2n1	i
CCCc1nc(CN(CC)C(=O)c2cc(-c3ccccc3)nn2C)no1	i
COc1cccc(CC2(C(=O)O)CCN(c3nccc4occc34)CC2)c1	i
CSc1cccc(CN(C)Cc2c(CO)cnc(C)c2O)c1	i
COc1ccccc1NC(=O)CCn1cnc(-c2ccccc2)c1-c1ccco1	i
CCc1cc(Sc2ccc(NC(=O)Nc3ccc(C)c(C)c3)cc2)n2nc(C)nc2n1	i
CCC(=O)Nc1ccccc1-c1nnc(SCC(=O)Nc2cc(C)cc(C)c2)[nH]c1=O	+
CC(C)N1CCC(C(=O)NC(Cn2ccnc2)c2ccccc2)CC1 (stereo unspecified)	i
NC(=O)c1cccc(CC2CCN(C(=O)Cn3nc4ccccc4n3)C2)c1 (stereo unspecified)	i
CCCNS(=O)(=O)c1cc(C(=O)N2CCCC2)cs1	i
O=C(NCc1ccccc1)c1ccc(CN2C(=O)CCn3nc(-c4ccccc4)cc32)cc1	i
Cc1cccc(NC(=O)c2ccc(CNc3nc4nc(C)cc(=O)n4[nH]3)cc2)c1	i
COC(C)(C)CC(C)NCc1nncn1C1CCCCC1 (stereo unspecified)	i
O=C(Nc1cnc2n1CCCC2)c1ccc(CSc2ncccn2)o1	i
COc1ccc(Nc2cc(C)nc(N3CCN(S(=O)(=O)c4ccc(Oc5ccccc5)cc4)CC3)n2)cc1	i
COc1ccccc1CNS(=O)(=O)c1ccc(N2C(=O)CCS2(=O)=O)cc1	i
O=C(CN1CCCN(Cc2cccc(F)c2)S1(=O)=O)Nc1cccc(Cl)c1	i
O=C(COc1ccc(Cl)cc1Cl)N[C@H]1C[C@H]2C(=O)NCC(=O)N2C1	i
SMILES	FECH block
Cc1ccc(C2=CC(c3ccccc3Cl)n3nc(NS(C)(=O)=O)nc3N2)cc1 (stereo unspecified)	i
COC(=O)CC1=CC(=O)N(CC(=O)Nc2cccc(C(F)(F)F)c2)c2ccccc2N1	i
CC(C)(C)c1ccc(-c2nc3nc(CNc4ccc(F)cc4)cc(=O)n3[nH]2)cc1	+
O=C(c1cn[nH]n1)N1CCC(n2c(=O)[nH]c3ccccc32)CC1	i
COc1ccc(N2C(=O)CCS2(=O)=O)cc1S(=O)(=O)Nc1ccccn1	i
Cc1cccc(S(=O)(=O)N2CCN(Cc3nc4cccnc4n3-c3ccccc3)CC2)c1	i
O=C(CCSc1ccc2c(c1)OCCO2)NCCc1cnc[nH]1	i
COc1ccc(C(=O)Nc2ccccc2Sc2cc(C)nc3nc(-c4ccccc4)nn23)cc1OC	i
Cc1ccccc1C(C(=O)NCc1c(C)noc1C)N(C)C (stereo unspecified)	i
CN1CCN([C@H]2CN(Cc3ncc[nH]3)C[C@@H]2O)CC1	i
COc1cccc(CNC(=O)CN2C(=O)CC(c3ccc(Br)s3)=Nc3ccccc32)c1	i
Cc1ccc(OCc2nnc(NC(=O)NCc3cccnc3)s2)cc1	i
Cc1cc2nc(COc3ccc(Cl)cc3NC(=O)COc3ccccc3C)cc(=O)n2o1	i
COc1cccc(-c2cc(N3CCN(S(=O)(=O)c4c(C)noc4C)CC3)ncn2)c1	+
COc1cccc(CN2CCCC3(CCN(c4ncccc4C(N)=O)C3)C2=O)c1OC (stereo unspecified)	i
Cc1cccc(-c2cc(N3CCN(S(=O)(=O)c4cccc(Cl)c4)CC3)ncn2)c1	i
CCc1ccc(Cn2c(CNS(=O)(=O)CC)nc3cccnc32)cc1	i
CCOC(=O)Cn1c(=O)c2cnc(-c3ccc(Cl)cc3)nc2n(C)c1=O	i
O=c1[nH]c(-c2ccccc2)nc2c1CCC2	i
CC(C)NC(=O)Cn1c(=O)n(CC2CCC(C(=O)NCc3ccccc3)CC2)c(=O)c2sccc21 (stereo unspecified)	i
Cc1ccc(CCC(=O)N2CCNCC2C(=O)N2CCCC2)cc1C (stereo unspecified)	i
CC(C)c1nccn1C(C)C(=O)NCCc1c[nH]c2ccccc12 (stereo unspecified)	i
O=C(Cc1ccc(F)cc1)Nc1ccc(Cl)c(N2CCCS2(=O)=O)c1	i
O=C(Nc1nc2n(n1)C(c1c(F)cccc1Cl)C=C(c1ccccc1)N2)c1ccccc1F (stereo unspecified)	i
CC(C)NC(=O)[C@@H]1C[C@H](N)CN1C(=O)CCn1cc(Cl)cn1	i
SMILES	FECH block
COc1ccc(Nc2cc(C)nc(N3CCN(S(=O)(=O)c4cccc(C)c4)CC3)n2)cc1	i
Cc1ccc(-n2c(CN3CCN(S(=O)(=O)c4cc(C)c(C)cc4C)CC3)nc3cccnc32)cc1	i
CCC(NC(=O)c1ccccc1-c1ccccc1)c1ccccn1 (stereo unspecified)	i
CCc1cc(Sc2ccc(NC(=O)c3ccc(Br)cc3)cc2)n2ncnc2n1	i
COc1ccccc1C(=O)N(Cc1nc2nc(C)cc(C)n2n1)c1ccc(C)cc1	i
O=C(NCc1n[nH]c(=O)c2ccccc12)C(=O)N1CCCC1	i
CSc1nc(Nc2cccc(Br)c2)c(C#N)c(-c2ccc(Cl)cc2)n1	i
Cc1ccn2c(=O)cc(COc3cccc(NC(=O)c4ccc(C(C)(C)C)cc4)c3)nc2c1	i
O=C(O)C1(CC2CCCCO2)CCN(c2ccc3cccc(Cl)c3n2)CC1 (stereo unspecified)	i
COc1ncc(-c2ccc(NC(C)=O)cc2)c(OC)n1	i
O=C(Nc1ccc(Br)cc1F)N1CCN(Cc2nc3cccnc3n2-c2cccc(F)c2)CC1	i
Cc1ccc(C2=CC(c3ccccc3Cl)n3nc(NS(=O)(=O)c4ccc(C)cc4)nc3N2)cc1 (stereo unspecified)	i
COc1ccc(N2CCCS2(=O)=O)cc1NC(=O)c1ccccc1Cl	i
Cc1ccsc1CCNC(=O)CCC(=O)NC1CCCC1	i
COc1cc(N(C)CCc2noc(C(C)C)n2)ncn1	i
Cn1c(CNS(=O)(=O)c2ccccc2F)nc2cccnc21	i
COc1ccc(CCn2cnc(-c3ccccc3)c2-c2cnn(C)c2)cc1O	i
CC(=O)N1CCC(c2nc(CC(C)C)nn2-c2ccc3c(c2)OCO3)CC1	i
CN1CCN([C@H]2CN(C3CCN(C(=O)c4ccccn4)CC3)C[C@@H]2O)CC1	i
CN(CCCN1CCCCCC1)Cc1ncc[nH]1	i
Cc1cc2nc(COc3ccc(Cl)cc3NC(=O)c3ccc4c(c3)OCO4)cc(=O)n2o1	i
CC(=O)Nc1ccc(Nc2nc(C)cc(Nc3ccc(C)cc3)n2)cc1	i
COc1cccc(-c2cc(N3CCN(C(=O)Nc4ccccc4Br)CC3)ncn2)c1	i
Cc1ccc(S(=O)(=O)NCc2nc3cccnc3n2C2CCCCC2)cc1	i
CCOC(=O)CCc1c(C)nc2nc(CNc3ccc(C)c(Cl)c3)[nH]n2c1=O	+
SMILES	FECH block
Cc1ccc(Cn2c(CNS(=O)(=O)c3ccc(Cl)s3)nc3cccnc32)cc1	i
COc1cccc(C(=O)N2CCN(Cc3ccnc(C(C)C)n3)CC2)c1	i
Cc1cc(NC(=O)c2ccc(C(F)(F)F)cc2)n(-c2ncnc3c2cnn3-c2ccc(Cl)cc2)n1	i
Cc1ccc(Nc2nc(N3CCN(c4ccccc4)CC3)nc3c2cnn3-c2ccccc2)cc1C	i
Cc1ccccc1-c1nc2nc(CNCc3ccccc3)cc(=O)n2[nH]1	+
Cc1cnc(CN(C)CC(=O)Nc2cccc(F)c2C)[nH]1	+
O=S(=O)(NCCCc1nc2ccccc2s1)NCc1ccccc1	i
CCOc1ccc(S(=O)(=O)N2CCN(c3nc(C)cc(N4CCN(C)CC4)n3)CC2)cc1	i
NS(=O)(=O)c1ccc(CCNC(=O)Cc2csc(NC(=O)Nc3cccc(Cl)c3)n2)cc1	i
COc1cccc(-c2c(NCc3ccccc3)oc3c2c(=O)n(C)c(=O)n3C)c1OC	i
NS(=O)(=O)c1ccc(NC(=O)CN2C(=O)C(C(=O)N3CCCC3)Sc3ccccc32)cc1 (stereo unspecified)	i
O=c1c2sc(-c3ccc(F)cc3)cc2ncn1Cc1nc2ccccc2[nH]1	i
Cc1noc(CSCC(=O)Nc2cc3c(C)cc(=O)oc3cc2C)n1	i
CCN(CC)c1nc(Nc2ccc(C)cc2)c2cnn(-c3ccccc3)c2n1	i
COc1ccc(Nc2cc(C)nc(N3CCN(S(=O)(=O)c4cccc(Cl)c4)CC3)n2)cc1	i
NC(=O)CCn1cc(-c2ccc(F)cc2Cl)cn1	i
CN1CCN2C[C@@H](NC(=O)C3=CC(=O)CC(C)(C)O3)C[C@H]2C1	i
COc1cccc(CNC(=O)C2=C(C)C(=O)OC23CCN(S(=O)(=O)c2cccs2)CC3)c1	i
COCCNC(=O)c1cc(N2CCCN(C)CC2)ccn1	i
Cc1ccsc1-c1nc(COc2ccc(N(C)S(C)(=O)=O)cc2)c(C)o1	i
Cc1ccc(CNC(=O)C2(C)Cn3nc(C(=O)NCc4ccccn4)cc3C(=O)N2C)cc1 (stereo unspecified)	i
COc1ccc(OC)c(Nc2nc(NCc3ccc(C)cc3)nc3c2cnn3-c2ccccc2)c1	i
CCCC(=O)Nc1nc2n(n1)C(c1c(F)cccc1Cl)C=C(c1ccc(C)cc1)N2 (stereo unspecified)	i
COc1cccc(N2CC(NC(=O)c3cc4ccccc4o3)CC2=O)c1 (stereo unspecified)	i
CCN(CCO)c1nc(Nc2ccc(F)cc2)c2cnn(-c3ccccc3)c2n1	i

Part of the list above in order of count of non-hydrogen atoms, lowest first:
SMILES	FECH block
O=c1[nH]c(-c2ccccc2)nc2c1CCC2	i
CN(CCCN1CCCCCC1)Cc1ncc[nH]1	i
CCCNS(=O)(=O)c1cc(C(=O)N2CCCC2)cs1	i
COc1cc(N(C)CCc2noc(C(C)C)n2)ncn1	i
Cc1ccsc1CCNC(=O)CCC(=O)NC1CCCC1	i
CC(C)(C)N(Cc1ccco1)Cc1nc(-c2ccco2)no1	i
O=C(c1cn[nH]n1)N1CCC(n2c(=O)[nH]c3ccccc32)CC1	i
CCC(NC(=O)c1ccccc1-c1ccccc1)c1ccccn1 (stereo unspecified)	i
Cc1noc(CSCC(=O)Nc2cc3c(C)cc(=O)oc3cc2C)n1	i
Cc1ccccc1-c1nc2nc(CNCc3ccccc3)cc(=O)n2[nH]1	+
CN1CCN([C@H]2CN(C3CCN(C(=O)c4ccccn4)CC3)C[C@@H]2O)CC1	i
Cc1ccc(C2=CC(c3ccccc3Cl)n3nc(NS(C)(=O)=O)nc3N2)cc1 (stereo unspecified)	i
CCN(CCO)c1nc(Nc2ccc(F)cc2)c2cnn(-c3ccccc3)c2n1	i
CCCC(=O)Nc1nc2n(n1)C(c1c(F)cccc1Cl)C=C(c1ccc(C)cc1)N2 (stereo unspecified)	i
COc1ccc(Nc2cc(C)nc(N3CCN(S(=O)(=O)c4cccc(C)c4)CC3)n2)cc1	i
O=C(NCc1ccccc1)c1ccc(CN2C(=O)CCn3nc(-c4ccccc4)cc32)cc1	i
Cc1cc(N2CCCC2)nc(N2CCN(S(=O)(=O)c3ccc(Oc4ccccc4)cc3)CC2)n1	i
CC(C)NC(=O)Cn1c(=O)n(CC2CCC(C(=O)NCc3ccccc3)CC2)c(=O)c2sccc21 (stereo unspecified)	i

(next part)
SMILES	FECH block
CC(NC1CCN(c2ccc3c(c2)OCO3)CC1)c1cn2ccsc2n1 (stereo unspecified)	i
CC(=O)Oc1ccc(Nc2cc(C)nc3nc(-c4cccnc4)nn23)cc1	i
Cc1ccc(-c2cc(Nc3cccc(O)c3)nc(C)n2)cc1	i
CCc1cn[nH]c1C1CCN(Cc2cn[nH]c2C(=O)O)CC1	i
CC(C(=O)N1CCc2nc(N)sc2C1)n1cnc2ccccc21 (stereo unspecified)	i
COCCCNC(=O)C1CCN(c2ccc(-c3cccs3)nn2)CC1	i
CCOc1ccc(N2CC(NC(=O)c3ccco3)CC2=O)cc1 (stereo unspecified)	i
Cc1cc(C)c(NC(=O)CN2C(=O)CCc3cc(S(=O)(=O)N4CCCC4)ccc32)c(C)c1	i
Cc1ccc(-c2ccc3nc(CO)[nH]c3c2)c(-n2cccn2)c1	i
COc1ccc(N2C(=O)CCS2(=O)=O)cc1S(=O)(=O)Nc1c(C(C)C)cccc1C(C)C	i
Cc1cccc(OCC(=O)Nc2cc(C)nn2-c2ncnc3c2cnn3-c2cccc(Cl)c2)c1	i
COc1ccc(N2C(=O)CCS2(=O)=O)cc1S(=O)(=O)N1CCN(c2ncccn2)CC1	i
O=C(O)C1(CCc2ccccc2)CCCN(c2ncnc3c2CCC3)C1 (stereo unspecified)	i
CCCNC(=O)c1[nH]cnc1C(=O)NC1CCCC1	i
CS(=O)(=O)N1CCN(c2cc(-c3cccc(F)c3)ncn2)CC1	i
Cc1ccc(CCNCC2(O)CCCN(Cc3ccc(F)c(F)c3)C2=O)o1 (stereo unspecified)	i
Cc1cc(Cn2cnc3sc4c(c3c2=O)CCNC4)c(C(F)(F)F)o1	i
CN(CC(=O)c1ccc(O)cc1)Cc1cccc2c1OCO2	i
Clc1cccc(Nc2nc(NC3CCCCCC3)nc3c2cnn3-c2ccccc2)c1	i
Cc1cccnc1CC(C)NC(=O)c1c(Cl)c(C(F)(F)F)nn1C (stereo unspecified)	i
CC(C)(C)NC(=O)[C@@H]1CCCC[C@@H]1C(=O)NCCc1cnc[nH]1	i
O=C(NCCc1ccccc1Cl)c1cccc2ccnn12	i
CCn1ccnc1CN(C)C(=O)[C@@]12CNC[C@@H]1CN(C(=O)COC)C2	i
CN(CC(=O)NCc1ccccc1F)Cc1nc2ccccc2n1C	i
CC(Cc1ccco1)NC(=O)C1CCN(c2ccc(-c3cccs3)nn2)CC1 (stereo unspecified)	i
